Screens (PubChem BioAssay)
inhibitors of VEEV: inhibitors of VEEV TC-83 cytopathic effect, confirmation, Vero cells (AID 588727) | Vero cells, VEEV TC-83 cytopathic effect inhibition; higher % means a stronger effect | inhibition, % at 20 µM; hits with a dose series show IC50 in µM | 0.13% of 350,000 active; in the data active = a potency from the dose series; inconclusive = inhibition mostly from about 14% at the one dose, without a potency; inactive = the rest, 99 in 100 with inhibition below about 12%; note: strong numbers were not always called active
PhoP GFP inhibition: PhoP regulon inhibitors, Salmonella typhi PhoP promoter GFP reporter, confirmatory (AID 1850). 0.33% of 310,000 active. Salmonella Typhi PhoP-promoter GFP reporter, fluorescence, 4 h; higher % means a stronger effect. one-dose inhibition, % at 50 µM; IC50 in µM for titrated hits; in the data active = a potency from the dose series; inconclusive = inhibition mostly from about 25% at the one dose, without a potency; inactive = the rest, 99 in 100 with inhibition below about 19%;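 note: 0% = induced wells with vehicle and 100% = uninduced wells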
M. tuberculosis: growth inhibition of non-replicating M. tuberculosis (AID 488890). Mycobacterium tuberculosis non-replicating, growth inhibition; higher % means a stronger effect. one-dose inhibition, % at 25 µM; IC50 in µM for titrated hits. 0.39% of 320,000 active; in the data active = a potency from the dose series; inconclusive = inhibition mostly from about 82% at the one dose, without a potency; inactive = the rest, 99 in 100 with inhibition below about 76%;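 note: plate controls were DMSO cells for no effect and high antibiotic wells for full effect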
H37Rv inhibition: M. tuberculosis growth inhibition, HTS (AID 449762); M. tuberculosis H37Rv growth inhibition, 7H9 media; higher % means a stronger effect; one-dose inhibition, % at 25 µM; IC50 in µM for titrated hits; 0.59% of 330,000 active; in the data active = a potency from the dose series; inconclusive = inhibition above about 70% without an active follow-up result;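 note: bacterial growth assessed after seven days of incubation; strong numbers were not always called active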
influenza NS1A: NS1A inhibition, H1N1 influenza, cell based functional assay (AID 504329); NS1A functional cell-based assay, percent inhibition; higher % means a stronger effect; one-dose inhibition, % at 12.5 µM; IC50 in µM for titrated hits; 0.3% of 340,000 active; in the data active = a potency from the dose series; inconclusive = inhibition above about 27% without an active follow-up result; note: strong numbers were not always called active
inhibitors of VEEV 10K pilot screen: second read-out of inhibitors of VEEV, no call of its own (marks repeat the call); inhibition, %; measured here: 10K pilot screen inhibition
Active calls of the source: *; i = inactive; ? = inconclusive; · = not tested or not shown.

SMILES | inhibitors of VEEV | PhoP GFP inhibition | M. tuberculosis | H37Rv inhibition | influenza NS1A | others
O=C(N/N=C/c1nn(-c2ccccc2)cc1-c1ccccc1)c1ccncc1 | 1.9% | 3% | 68% | ? | -5%
COc1ccc(Cl)cc1N(CC(=O)N/N=C/c1ccc(OC(C)C)cc1)S(=O)(=O)c1ccc(C)c([N+](=O)[O-])c1 | 5.6% | -1% | -3% | 11% | -4%
CN1C(=O)C(=O)N(c2cccc(C(F)(F)F)c2)C1=O | i | 6% | 3% | -5% | 1%
COc1ccc(N2CCN(C(=O)Cn3cnc4sc(C)c(S(=O)(=O)N5CCOCC5)c4c3=O)CC2)cc1 | 0.3% | 12% | -10% | 2% | 2%
O=C(N/N=C\c1cccnc1)c1cc(-c2ccc(Cl)s2)[nH]n1 | 2.9% | 5% | 32% | 37% | 7%
O=S(=O)(NCC(Nc1ccc(Cl)cc1)c1ccccc1)c1ccccc1 (stereo not drawn) | i | -6% | -6% | 4% | -8%
O=C1C(=O)N(CCCn2ccnc2)C(c2ccc([N+](=O)[O-])cc2)/C1=C(\O)c1ccc2c(c1)OCCO2 (stereo not drawn) | 1.4% | · | -5% | 0% | 4%
CC1(C)CC(=O)C2=C(C1)N(c1ccccc1C#N)C(N)=C(C#N)C2c1cccs1 (stereo not drawn) | 4.8% | 15% | 41% | 3% | -2%
Cn1c(=O)c2cc(S(=O)(=O)N3CCOCC3)ccc2n(C)c1=O | i | 2% | -41% | -19% | -2%
CCOC(=O)N1CCC(N2CCN(c3cc(C)ccc3C)CC2)CC1 | 0.4% | 20% | -6% | 1% | -7%
CC(=O)N/N=C/c1cc([N+](=O)[O-])ccc1OCCOc1ccccc1 | i | -5% | 71% | 1% | 12%
Cc1cccc(C)c1OCC(=O)NNC(=S)NC(=O)C1CC1 | 9.3% | 7% | ? | ? | -10%
O=C1N/C(=N\N=C\c2cccnc2)SC1Cc1ccc(SC(F)F)cc1 (stereo not drawn) | 7.3% | 4% | ? | ? | -4%
Cc1cc(NC(=O)c2ccc3[nH]c(C)c(C)c3c2)ccn1 | 5.3% | 32% | 21% | 0% | 6%
Cc1ccc(OCCn2cnc3cc([N+](=O)[O-])ccc3c2=O)cc1 | 0.3% | 6% | 11% | 0% | 10%
Cc1ccc(SCc2c(C(=O)N/N=C/c3ccc4c(c3)OCO4)nnn2-c2nonc2N)cc1 | 1.1% | -15% | 21% | 51% | -3%
COc1ccc(-c2nsc3c(SCc4ccccc4)ncnc23)cc1 | 2.2% | 7% | 2% | 1% | -11%
O=C(O)CN1CCN(c2ncc(C(F)(F)F)cc2Cl)CC1 | 1.3% | 1% | 5% | -1% | -15%
COc1ccc(NS(=O)(=O)CC(C)C)c(OC)c1 | i | -3% | 22% | -6% | 1%
Cc1cc(Cl)ccc1NC(=S)N1CCN(Cc2ccccc2)CC1 | 1.2% | 4% | 7% | -1% | -6%
CN(C(=O)COC(=O)c1ccc2c(=O)n3c(nc2c1)CCC3)C1CCS(=O)(=O)C1 (stereo not drawn) | 0.8% | 5% | -1% | -3% | -4%
Oc1ccc(-c2[nH]ncc2-c2ccc(Cl)cc2)c(O)c1 | i | 4% | 2% | 2% | -6%
CNC(=O)COc1ccc(Cl)c2cccnc12 | 2.8% | -11% | -3% | 2% | 1%
NC(=O)CSc1nnc(-c2ccc3c(c2)OCO3)o1 | 10% | 1% | 74% | 14% | ·
N#CCOc1nc(N2CCOCC2)nc(N2CCOCC2)n1 | i | -5% | -4% | -19% | -2%
O=C(CSc1ccc(-c2ccco2)nn1)Nc1ccccc1 | 0.4% | -1% | 79% | -5% | 8%
O=CN1CCN(C(=O)c2cccc3c2-c2ccccc2C3=O)CC1 | 0.4% | -7% | -9% | 1% | -10%
O=C(Nc1ccc(-c2cn3ccccc3n2)cc1)c1ccco1 | 6.0% | 12% | -8% | 4% | 32%
Cc1[nH]nc2ncc(C(=O)c3ccccc3O)cc12 | 5.3% | 0% | 17% | -1% | 7%
c1ccc2c(CNn3cnnc3)cccc2c1 | 1.2% | -1% | 1% | -7% | 6%
O=C(COc1ccc(Cl)cc1)NCCCn1ccnc1 | i | 8% | 14% | -4% | -8%
c1ccc2c(CCNC3CCCCC3)c[nH]c2c1 | 0.3% | 11% | 6% | 4% | 3%
C=C1SC(Nc2c(C)cccc2C)=NC12CCCCC2 | 0.8% | 14% | 75% | -6% | ·
CCN1CCN(C(=O)Nc2cccc3ccccc23)CC1 | 6.8% | -8% | -19% | -5% | 1%
O=S(=O)(Cc1ccccc1)NCC1CCCN(Cc2ccc(F)c(F)c2)C1 (stereo not drawn) | 0.4% | 8% | 8% | -3% | -7%
Cc1ccc(NC(=S)NNC(=S)NCc2ccccc2)cc1 | 1.0% | 1% | 3% | -6% | 13%
Cc1cc(OC(C)C(=O)NCc2cccnc2)c2c(C)cc(=O)oc2c1 (stereo not drawn) | 0.6% | -2% | 3% | 0% | -1%
NC(=O)/C(=C/c1ccco1)C(N)=S | 5.8% | -22% | -7% | 4% | -10%
Cc1cc(Nc2cccc(F)c2)nc(-c2ccccc2O)n1 | i | 13% | 19% | -2% | -3%
CCC(=O)Nc1ccc(NC(=O)Cc2ccccc2)cn1 | 0.7% | 14% | -3% | -9% | -7%
Cc1nc(Cc2nnc(SCC(=O)N3CC(=O)Nc4ccccc43)o2)cs1 | 2.4% | · | 4% | 3% | -3%
COc1ccc(-c2nc(NC(=O)C3CC(=O)N(Cc4ccco4)C3)sc2C)cc1 (stereo not drawn) | 8.1% | · | 40% | 10% | -1%
CCCCCOc1ccc(C(=O)NC(CCC)C(=O)O)cc1 (stereo not drawn) | 1.4% | -6% | 17% | 5% | -1%
Cc1c(Cl)c(=O)oc2cc(OCC(=O)NCc3cccs3)ccc12 | 0.4% | -10% | -15% | -6% | -4%
Cc1ccc(C(=O)N2CCN(c3ccc(NC(=S)NC(=O)c4cccs4)cc3)CC2)cc1 | 4.7% | -10% | ? | ? | 2%
O=c1c2cccnc2[nH]c(=S)n1CCCN1CCN(c2ccccc2F)CC1 | 25µM* | 5% | 7% | -1% | -7%
FC(F)(F)COc1ccc(-n2ccnc2)nn1 | i | 7% | -13% | -4% | 3%
O=C(COc1ccc([N+](=O)[O-])cc1)Nc1cc(C(=O)O)cc(C(=O)O)c1 | 0.4% | -18% | -7% | -5% | 0%
Cc1c(Cl)cccc1NC(=O)Nc1ccc(C(N)=O)cc1 | 0.1% | -3% | -1% | -1% | -6%
Cc1nn(CC(=O)N2CCN(C)CC2)c(=O)c2ccccc12 | 0.2% | 5% | -10% | 6% | 1%

Overlap with the part before: five entries, then new ones.
SMILES | inhibitors of VEEV | PhoP GFP inhibition | M. tuberculosis | H37Rv inhibition | influenza NS1A | others
O=c1c2cccnc2[nH]c(=S)n1CCCN1CCN(c2ccccc2F)CC1 | 25µM* | 5% | 7% | -1% | -7%
FC(F)(F)COc1ccc(-n2ccnc2)nn1 | i | 7% | -13% | -4% | 3%
O=C(COc1ccc([N+](=O)[O-])cc1)Nc1cc(C(=O)O)cc(C(=O)O)c1 | 0.4% | -18% | -7% | -5% | 0%
Cc1c(Cl)cccc1NC(=O)Nc1ccc(C(N)=O)cc1 | 0.1% | -3% | -1% | -1% | -6%
Cc1nn(CC(=O)N2CCN(C)CC2)c(=O)c2ccccc12 | 0.2% | 5% | -10% | 6% | 1%
Oc1ccc(Br)cc1CNc1nccs1 | 0.7% | 5% | 1% | 9% | -3%
O=C(C(Sc1ccccc1)c1ccccc1)N1CCOCC1 (stereo not drawn) | i | 7% | -6% | 5% | -2%
CCOc1cc2c(C#N)c(N3CCNCC3)nc(N)c2c(N)n1 | 5.0% | 9% | 49% | -9% | 11%
CC1Cc2ccccc2N1C(=O)CSc1ncccn1 (stereo not drawn) | 2.4% | 2% | 7% | -2% | -3%
CC(C)(C)C(=O)Nc1ccc(C(=O)OC2CCCCC2)cc1 | i | -2% | 69% | ? | 14%
Cc1[nH]c2ccccc2c1C(=O)CN1C(=O)C(=O)N(CCC2=CCCCC2)C1=O | 9.5% | · | 37% | -4% | -3%
C/C(=N\NC1=NCCN1)c1ccc(N)c([N+](=O)[O-])c1 | 3.0% | -1% | 57% | 3% | 3%
C=CCNC(=O)CSc1cc([N+](=O)[O-])cc(S(=O)(=O)Cc2ccccc2)c1 | 0.8% | 5% | -16% | 3% | 2%
Cc1cc(C)cc(N(CC(=O)NC2CCCC2)C(=O)c2csnn2)c1 | 0.1% | -20% | -1% | 4% | -5%
OC(CNCc1ccco1)COc1ccccc1 (stereo not drawn) | 1.5% | · | · | · | -6%
COc1ccc(S(=O)(=O)N2CC(C)N(C(=O)N3CCOCC3)C2)cc1 (stereo not drawn) | 0.5% | -2% | -5% | -3% | 0%
CCOCCN(C(=O)COC)c1cccc(OC)c1 | 0.9% | -2% | 0% | -6% | 18%
CN(Cc1ccccc1)C(=O)c1[nH]cnc1C(=O)NCc1ccc(CNC(=O)OC(C)(C)C)cc1 | 1.6% | · | 67% | 0% | -15%
O=C(Cc1ccc(Br)cc1)N1CCN(c2ccccc2O)CC1 | 3.1% | -16% | ? | 64% | 3%
CC(C)CC(=O)Nc1ccnn1C1CCN(C(=O)c2ccc(Cl)cc2F)CC1 | 1.3% | 2% | 15% | 1% | -8%
CC(=O)Nc1ccccc1NC(=O)C/C(C)=N/NC(=O)C1CCCCC1 | 1.2% | 13% | -12% | 5% | -4%
COC(=O)NC1CCS(=O)(=O)C1 (stereo not drawn) | 1.0% | 2% | 0% | 3% | 4%
CCOc1ccccc1C1C(C#N)=C(SCC(=O)OC)NC(=O)C1C(=O)OC (stereo not drawn) | 1.9% | -19% | 4% | -12% | 0%
CC(=O)[C@H]1CC[C@H]2[C@@H]3CC=C4C[C@@H](OS(=O)(=O)O)CC[C@]4(C)[C@H]3CC[C@]12C | 0.2% | · | · | · | 6%
COc1ccc(-c2[nH]ncc2CN(C)C(C)c2ccon2)cc1F (stereo not drawn) | 2.0% | 10% | 2% | -3% | 12%
Cc1cccc(-c2nnn(Cc3nnc(NC(=O)c4ccccc4)s3)n2)c1 | 0.4% | 1% | -6% | -2% | -6%
Brc1ccc2[nH]c3c(NCc4ccccn4)ncnc3c2c1 | 4.9% | 8% | 54% | 1% | ·
CCOC(=O)CNC(=O)CSc1nnc(NC(=O)c2ccc3c(c2)OCO3)s1 | 4.7% | -3% | 7% | -4% | -3%
N#C/C(=C/c1cn(-c2ccccc2)nc1-c1cccc(S(=O)(=O)N2CCCC2)c1)C(=O)NCc1ccco1 | 4.2% | 0% | -2% | -1% | -2% | inhibitors of VEEV 10K pilot screen=0.0
Cc1ccccc1OCC(=O)Nc1nc2ccccc2[nH]1 | 0.1% | 10% | ? | ? | 2%
Cn1cc(CN2CCN(c3ccc(Cl)cn3)CC2)c(-c2ccccc2F)n1 | 0.7% | -10% | 12% | 1% | 10%
CSCCC(NC(=O)c1ccco1)C(=O)NCCc1ccc(Cl)cc1 (stereo not drawn) | 1.3% | · | 0% | -1% | 4%
COC(=O)c1ccccc1NC(=O)CNC(=O)c1ccc(OC)cc1 | 3.0% | 11% | 7% | 1% | -31%
O=[N+]([O-])c1ccccc1Oc1cnc2ccccc2n1 | 0.1% | -2% | · | -4% | 3%
CCOC(=O)c1c(NC(=O)Cn2nc(C(F)(F)F)cc2C)sc(C)c1C | i | -8% | -17% | -8% | -1%

Next section; it opens with the three that closed the last part.
SMILES | inhibitors of VEEV | PhoP GFP inhibition | M. tuberculosis | H37Rv inhibition | influenza NS1A | others
COC(=O)c1ccccc1NC(=O)CNC(=O)c1ccc(OC)cc1 | 3.0% | 11% | 7% | 1% | -31%
O=[N+]([O-])c1ccccc1Oc1cnc2ccccc2n1 | 0.1% | -2% | · | -4% | 3%
CCOC(=O)c1c(NC(=O)Cn2nc(C(F)(F)F)cc2C)sc(C)c1C | i | -8% | -17% | -8% | -1%
Cc1ccccc1CN1CCC(N2CCC(C(=O)NCC3CCCO3)CC2)CC1 (stereo not drawn) | 0.3% | -14% | 2% | -4% | 20%
CC1(C)CC(=O)c2cnc(N)nc2C1 | 1.8% | -5% | 65% | -9% | 0%
O=C1CCC([N+](=O)[O-])C(c2ccc(Br)cc2)N1 (stereo not drawn) | 1.3% | -7% | -4% | -13% | -8%
CCOC(=O)c1cc(-c2ccccc2C)nn1CC1CC(c2cccnc2)=NO1 (stereo not drawn) | 0.7% | · | 8% | 7% | -2%
COc1ccccc1CN(C)C(=O)CN1CCN(C(=O)c2cccs2)CC1 | 1.4% | · | 40% | -7% | -2%
